Compound activity deposited in PubChem BioAssay by several laboratories.
West Nile antiviral – West Nile virus antiviral activity, cell-based, CPE readout (AID 1621); hit rate 0.02% among 290,000; West Nile virus-infected cells, CPE inhibition; higher % means a stronger effect; CPE inhibition, % at 10 µM, or IC50 in µM where a hit was titrated; in the data active = a potency from the dose series; inconclusive = CPE inhibition mostly from about 3.7% at the one dose, without a potency; inactive = the rest, 99 in 100 with CPE inhibition below about 2.2%; note: strong numbers were not always called active
CSM14.1 death rescue – rescue of cells from ER stress-induced death, primary screen, 384-well, CSM14.1, thapsigargin, ATP luminescence (AID 1222) | CSM14.1 thapsigargin-induced death rescue, ATP luminescence; higher % means a stronger effect | one-dose cellular ATP content (survival), % at 20 µM; EC50 in µM for titrated hits | 190,000 tested, under 10 active;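 active = EC50 below 50 µM in the dose-response confirmation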;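 note: death triggered by thapsigargin at about 15 µM added after 2 h compound pretreatment; cell ATP read after overnight thapsigargin exposure of roughly 18 to 22 hours; normalized against plate controls of thapsigargin alone and 5% DMSO vehicle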
Siah-1 displacement – Siah-1 peptide-binding antagonists, primary screen, biochemical, fluorescence polarization, rhodamine-plectin, uHTS (AID 1817). Siah-1 / rhodamine-plectin peptide fluorescence polarization; higher % means a stronger effect. one-dose displacement, % at 20 µM; IC50 in µM for titrated hits. hit rate 0.02% among 290,000;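 active = displacement of at least 50% at 20 µM, with a fluorescence ratio check between 0.3 and a set limit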;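 note: plate controls were Siah plus tracer with DMSO for no effect and tracer alone without Siah for full effect; strong numbers were not always called active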
XIAP displacement – XIAP antagonists, biochemical, IAP family, fluorescence polarization (AID 1018). E3 ubiquitin-protein ligase XIAP (Homo sapiens). hit rate 0.007% among 200,000. displacement, % at 20 µM; hits with a dose series show IC50 in µM. XIAP BIR domain, fluorescence polarization peptide displacement; higher % means a stronger effect; in the data active = displacement above about 50%; note: a part of the inactive calls stands beside numbers as strong as those of hits
Yfh1-depleted yeast – enhancers of respiration in Yfh1-depleted yeast, dose response, Friedreich's ataxia, plus single-dose screen (AID 1465) | S. cerevisiae Yfh1-off respiration, WST-1 reduction, 72 h; higher fold induction means a stronger effect | one-dose fold induction at 50 µM; EC50 in µM for titrated hits | hit rate 0.074% among 220,000;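 active = fold induction of absorbance versus untreated yeast above a set limit, then at least 30% activation at any dose in follow-up; inconclusive = repeats straddling the limit, or above it without dose testing; inactive = fold induction below the set limit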;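 note: activators that raise dye reduction in frataxin-depleted yeast; strong numbers were not always called active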
P. falciparum M1AAP – P. falciparum M1AAP inhibitors, biochemical, fluorogenic H-Leu-NHMec substrate, 1536-well (AID 1445). hit rate 0.42% among 220,000. recombinant M1AAP, H-Leu-NHMec fluorogenic kinetic assay; higher % means a stronger effect. inhibition, % at 30 µM, or IC50 in µM where a hit was titrated;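 active = primary inhibition above the hit cutoff, then over 50% inhibition at one or more dose response concentrations, cut at about 23% in these data, passing the limit was not always enough; inconclusive = conflicting primary data, or primary hits not chosen for dose response; inactive = low primary inhibition, or under 50% at every dose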;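 note: plate controls were DMSO full reaction for no effect and no enzyme background for full effect; strong numbers were not always called active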
PMI inhibition – human PMI inhibitors, high substrate, primary screen, biochemical, fluorescence intensity, high mannose 6-phosphate (AID 1220); hit rate 0.66% among 190,000; inhibition, % at 20 µM, or IC50 in µM where a hit was titrated; recombinant PMI enzyme, coupled fluorescence intensity; higher % means a stronger effect; Mannose-6-phosphate isomerase (Homo sapiens); in the data active = inhibition above about 50%
Salmonella PhoP GFP – inhibitors of PhoP regulon expression, primary screen, Salmonella Typhimurium, GFP reporter (AID 1863). S. Typhimurium PhoP-regulated promoter GFP reporter, 4 h; higher % means a stronger effect. one-dose inhibition, % at 50 µM; IC50 in µM for titrated hits. hit rate 0.16% among 300,000;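 active = inhibition over 29.93%, a cutoff 3 SD above the screen mean, later confirmed by dose response; inconclusive = inhibition over 29.93% but no dose response follow-up; inactive = inhibition at most 29.93% or unconfirmed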;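 note: 0% = low Mg2+ inducing control and 100% = high Mg2+ repressing control; strong numbers were not always called active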
M17LAP inhibition – P. falciparum M17LAP inhibitors, primary screen, biochemical, fluorogenic H-Leu-NHMec substrate, 1536-well (AID 1619); Leucine aminopeptidase (Plasmodium falciparum (isolate 3D7)); recombinant M17LAP, H-Leu-NHMec fluorogenic kinetic assay; higher % means a stronger effect; inhibition, % at 30 µM; hits with a dose series show IC50 in µM; hit rate 0.38% among 220,000;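 active = compound inhibiting the enzyme by more than half at any dose during confirmatory dose-response retesting; inconclusive = strong single-dose inhibitors picked by rank but not retested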;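 note: plate controls were full reaction with DMSO carrier for no effect and no enzyme background for full effect; strong numbers were not always called active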
An asterisk follows results filed as active; i = inactive; ? = inconclusive; . = no result given. The order is random, and some 1.6% of all compounds hit somewhere here.

| cpd | canonical_smiles | West Nile antiviral | Siah-1 displacement | PMI inhibition | XIAP displacement | P. falciparum M1AAP | CSM14.1 death rescue | M17LAP inhibition | Salmonella PhoP GFP | Yfh1-depleted yeast |
| --- | --- | --- | --- | --- | --- | --- | --- | --- | --- | --- |
| 1 | CSc1ncc(Cl)c(C(=O)Nc2nnc(SC/C=C/c3ccccc3)s2)n1 | 0.1% | -4% | -13% | -1.2% | 30% | -1.9% | 30% | -10% | i |
| 2 | Cc1cc(C)nc(Nc2ccc(C(=O)O)cc2)n1 | -0.1% | 1% | 4% | -4.1% | -2% | -1.3% | 1% | -6% | i |
| 3 | O=C(c1cccc(S(=O)(=O)N2CCOCC2)c1)N1CCCCCC1 | 0.6% | 1% | 2% | -8.8% | -6% | -1.6% | -7% | 6% | i |
| 4 | Cc1nc2ccc(NC(=O)COc3ccccc3)cc2s1 | -0.1% | -4% | -9% | -6.9% | 6% | 1.3% | -14% | 6% | i |
| 5 | O=C(c1ccc2c3c(cccc13)CC2)C1CCCN(C(=O)c2cc[n+]([O-])cc2)C1 (stereo unspecified) | 0.2% | 1% | 12% | -21% | 14% | -0.8% | -40% | 2% | i |
| 6 | Clc1ccccc1C1=Nn2c(nnc2-c2ccco2)SC1 | 0.2% | 18% | . | . | 1% | . | 5% | -12% | i |
| 7 | CC(C)CC(NC(=O)c1cccs1)c1nnc(SCc2ccc(Cl)c(Cl)c2)n1C (stereo unspecified) | -1.3% | -2% | 6% | -1.2% | 16% | 2.2% | 5% | 9% | i |
| 8 | CC(=O)c1sc(-c2ccc(Cl)cc2)cc1N | -0.4% | -3% | . | . | 7% | . | 2% | 4% | i |
| 9 | CC(C)Cn1c(-c2ccccc2)nc(=S)c2c1CCCC2 | 0.6% | 1% | -8% | -4.1% | 6% | 3.7% | 38% | 12% | i |
| 10 | COc1ccccc1CN1C[C@@H]2C[C@@H](C3=Cc4cccc(OC)c4OC3)N3CCC[C@@]23C1=O | -1.4% | 2% | 9% | -0.1% | 4% | 1.8% | 2% | -7% | i |
| 11 | CC(=O)/C(=N\Nc1ccccc1)Sc1nncn1C | 0.3% | 4% | -47% | -2.7% | 7% | 0.1% | 21% | 10% | i |
| 12 | O=C(NC(=S)Nc1cccc(CO)c1)c1ccc(-c2ccccc2)cc1 | 0.0% | 8% | 7% | -6.2% | 7% | -0.1% | 2% | -1% | i |
| 13 | COc1cccc(C(=O)NNC(=O)CCc2ccccc2)c1 | 0.6% | -1% | -8% | -4.2% | 0% | 0.3% | -1% | -8% | i |
| 14 | COC(C/C=C/C(=O)COCc1ccccc1)OC | ? | 3% | . | . | 3% | . | 7% | -1% | i |
| 15 | CC(C)[C@H](NC(=O)c1ccccc1)C(=O)OCC(=O)c1ccc2c(c1)NC(=O)CO2 | 1.2% | -2% | -7% | -3.0% | 0% | 5.8% | -1% | 3% | i |
| 16 | O=c1/c(=C\c2cccc(O)c2)sc2nc(-c3ccccc3)c(-c3ccccc3)n12 | 0.3% | -2% | . | . | 7% | . | 0% | -4% | i |
| 17 | COc1ccc(-c2noc(-c3ccco3)n2)cc1OC | 0.7% | 2% | 1% | -9.5% | 0% | -2.4% | 1% | 3% | i |
| 18 | O=C(Nc1ccccc1Cl)C1CCN(Cc2cnn(-c3ccccc3)c2-n2cccc2)CC1 | 2.3% | -5% | -1% | -8.2% | 4% | 1.2% | -4% | -9% | i |
| 19 | Cn1nc(C(F)(F)F)cc1C(=O)NC1CCCCCC1 | -0.7% | 1% | -4% | -1.3% | 0% | 5.1% | 8% | 1% | i |
| 20 | CN1C(=O)C(=C2CCCCCC2)SC1=S | 0.2% | 8% | 5% | -0.9% | 10% | 0.3% | 10% | -9% | i |
| 21 | CC1(C)CC(=O)C2=C(C1)Oc1ncn(CCCO)c(=N)c1C2c1ccccc1 (stereo unspecified) | 0.9% | 1% | 6% | -4.1% | 6% | 1.8% | -3% | -9% | i |
| 22 | COc1ccc(NC(=O)Nc2ccccc2C(N)=O)cc1 | 0.9% | -4% | -4% | -5.1% | 7% | 1.6% | 1% | 7% | i |
| 23 | COC1CCCCC1NS(=O)(=O)c1ccc(Cl)cc1 (stereo unspecified) | -0.1% | 1% | 8% | -0.5% | 2% | -0.9% | 3% | 2% | i |
| 24 | CCOc1ccc(-c2nn3c(-c4ccccc4)nnc3s2)cc1 | -0.1% | 5% | 22% | -9.2% | 5% | -0.8% | 0% | -8% | i |
| 25 | O=C1OC(N2CCN(C(=O)c3ccco3)CC2)c2ccccc21 (stereo unspecified) | 0.7% | 2% | -3% | -3.5% | 3% | -2.3% | 16% | 7% | i |
| 26 | COc1ccc2nc(SC)c(C#N)cc2c1 | 0.5% | -2% | 52%* | -5.9% | -1% | 1.6% | 18% | 4% | i |
| 27 | COC(=O)C(NC(=O)Nc1ccccc1OC)C(C)C (stereo unspecified) | 1.4% | 1% | -3% | -0.2% | 0% | 0.0% | 5% | -3% | . |
| 28 | CCCCN(C(C)=O)c1c(N)n(CCC)c(=O)n(CC(=O)Nc2cc(Cl)cc(Cl)c2)c1=O | 0.0% | 5% | -12% | -3.2% | 1% | -7.4% | -6% | -6% | i |
| 29 | CCOC(=O)N1CCC(N2C(=O)c3ccccc3C2Nc2ccc3c(C)cc(=O)oc3c2)CC1 (stereo unspecified) | 0.3% | -6% | -4% | -9.3% | 14% | . | -440% | 2% | i |
| 30 | COc1cc(NC(=O)C2CCCO2)c(C(=O)O)cc1OC (stereo unspecified) | 0.5% | -1% | -17% | -3.3% | -3% | -1.8% | -7% | 1% | i |

Full records as entered above. Order of screens: West Nile antiviral | Siah-1 displacement | PMI inhibition | XIAP displacement | P. falciparum M1AAP | CSM14.1 death rescue | M17LAP inhibition | Salmonella PhoP GFP | Yfh1-depleted yeast
Entry for CC1(C)CC(=O)C2=C(C1)Oc1ncn(CCCO)c(=N)c1C2c1ccccc1 (stereo unspecified) : 0.9% | 1% | 6% | -4.1% | 6% | 1.8% | -3% | -9% | i
Entry for O=c1/c(=C\c2cccc(O)c2)sc2nc(-c3ccccc3)c(-c3ccccc3)n12 : 0.3% | -2% | . | . | 7% | . | 0% | -4% | i

Next entries follow.
| cpd | canonical_smiles | West Nile antiviral | Siah-1 displacement | PMI inhibition | XIAP displacement | P. falciparum M1AAP | CSM14.1 death rescue | M17LAP inhibition | Salmonella PhoP GFP | Yfh1-depleted yeast |
| --- | --- | --- | --- | --- | --- | --- | --- | --- | --- | --- |
| 31 | O=C(COc1ccc(Cl)cc1Cl)NC(=O)N1CCOCC1 | 0.5% | 4% | 6% | -2.1% | 1% | -3.4% | 6% | 1% | i |
| 32 | CC(C)(C)C(=O)Nc1nc2c(s1)CN(Cc1ccccc1)CC2 | -0.7% | -1% | 10% | -2.7% | -2% | -0.2% | 40% | 3% | i |
| 33 | Cc1nnc(Cl)c2nn(-c3ccccc3F)c(C)c12 | 0.0% | -4% | -37% | -0.1% | 7% | -1.1% | 6% | 0% | i |
| 34 | C[C@@H]1NC(=O)c2cc([N+](=O)[O-])cc(I)c2OCC[C@@H](C(=O)NC(CC(=O)O)C(N)=O)NC(=O)[C@H](CC(N)=O)NC1=O (stereo partly specified) | 0.0% | 7% | -22% | -11% | 14% | -1.3% | 34% | 2% | i |
| 35 | COc1ccc(CCNS(=O)(=O)c2cccc(S(=O)(=O)N3CCCC3)c2)cc1OC | -0.1% | -2% | -2% | -1.8% | 0% | -1.2% | 3% | -1% | i |
| 36 | Cc1cc(C)c(S(=O)(=O)Nc2cccc(S(=O)(=O)NC3=NCCC3)c2)c(C)c1 | 0.6% | -12% | -4% | -7.2% | 3% | -0.5% | 3% | -7% | i |
| 37 | Cc1ccccc1/C=N\NC(=O)c1ccc(Cn2cccn2)o1 | 0.1% | -1% | -12% | -4.2% | 9% | 0.1% | -5% | -15% | i |
| 38 | Cc1ccc(C2CC(c3ccc(Cl)cc3)n3nc(N)nc3N2)cc1 (stereo unspecified) | -1.0% | -2% | 6% | -1.2% | 2% | . | 2% | 8% | i |
| 39 | Cc1cc(C)nc(NS(=O)(=O)c2ccc(NC(=O)Nc3ccccc3)cc2)n1 | 0.1% | -2% | -3% | -5.5% | 4% | -1.1% | 25% | 12% | i |
| 40 | Cc1ccccc1NS(=O)(=O)c1cc(S(C)(=O)=O)ccc1Cl | 0.2% | -8% | 2% | -0.5% | 4% | -2.3% | -3% | 3% | i |
| 41 | Cc1cccc(Nc2nnc(SCC(=O)Nc3ccccc3[N+](=O)[O-])s2)c1 | 0.0% | 3% | 6% | -4.5% | -1% | -0.9% | 16% | 22% | i |
| 42 | CCOC(=O)Cn1c(CN2CCOCC2)nc2c1c(=O)[nH]c(=O)n2C | 0.9% | -9% | 35% | -12% | 8% | -2.3% | -10% | -3% | i |
| 43 | CCOC(=O)C1(Cc2ccccc2)CCCN(C2CCCC2)C1 (stereo unspecified) | -0.3% | 5% | -5% | -2.3% | -1% | -1.7% | 0% | 1% | i |
| 44 | Cc1ccccc1C(=O)Nc1ccccc1 | 0.6% | 3% | 3% | -0.6% | 6% | -2.4% | -5% | 10% | i |
| 45 | O=C(Cc1nnc(NC(=O)Nc2ccccc2)s1)Nc1ccccc1 | 1.4% | -2% | . | . | 1% | . | 4% | 0% | i |

The final 2 compounds of the part above come first, to join the parts.
| cpd | canonical_smiles | West Nile antiviral | Siah-1 displacement | PMI inhibition | XIAP displacement | P. falciparum M1AAP | CSM14.1 death rescue | M17LAP inhibition | Salmonella PhoP GFP | Yfh1-depleted yeast |
| --- | --- | --- | --- | --- | --- | --- | --- | --- | --- | --- |
| 44 | Cc1ccccc1C(=O)Nc1ccccc1 | 0.6% | 3% | 3% | -0.6% | 6% | -2.4% | -5% | 10% | i |
| 45 | O=C(Cc1nnc(NC(=O)Nc2ccccc2)s1)Nc1ccccc1 | 1.4% | -2% | . | . | 1% | . | 4% | 0% | i |
| 46 | COCCCNC(=O)c1cccc(OC)c1OC | 0.4% | -8% | -1% | -4.4% | 3% | -2.3% | 10% | 1% | i |
| 47 | COc1cccc(/C=N/n2nnnc2N)c1O | 0.1% | -1% | . | . | 2% | . | 6% | 1% | i |
| 48 | O=C(O)CSCCC(=O)Nc1ccc(F)cc1 | -0.2% | 5% | 6% | -7.2% | 6% | -1.0% | 43% | -6% | i |
| 49 | Cc1noc(C)c1C(=O)Nc1nnc(CC(C)C)s1 | 0.1% | 7% | . | . | 0% | . | -6% | -6% | i |
| 50 | O=C(/C=C/NNC(=O)c1ccccc1)c1ccccc1 | -0.4% | 7% | -27% | -4.6% | 9% | 1.0% | 19% | -6% | i |
